Screens: PubChem BioAssay, National Center for Advancing Translational Sciences (NCATS)
HT1080-NT tox = kills 2HG-producing HT-1080-NT fibrosarcoma cells. HT-1080-NT fibrosarcoma viability, CellTiter-Glo ATP luminescence, 48 h. Potency, µM (highest dose often 46.1 µM), without a hit: top-dose activity, negative = less viability, most hits filed as cytotoxic. 1.6% of 360,000 active. AID 686970;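 note: NT is the 2HG producing partner of a matched IDH1 knockdown line; potency is the fitted concentration of half-maximal effect; 0% = DMSO-treated cells and -100% = media-only wells without cells; nearly all actives have a fitted effect of over 55% in size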
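Read-out is CellTiter-Glo luminescence after 10 minutes at room temperature, following 48 hours' compound treatment of HT-1080-NT cells (750 cells/well, RPMI, 5% FBS, 37 degrees C).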
MCF10A rerep = inducers of DNA re-replication in MCF 10A breast cells; MCF 10A DNA re-replication, Hoechst nuclear intensity, 48 h; Potency, µM (series often up to 46.1 µM), inactives show at the highest dose activity, positive = re-replication, usual class: activators; 2.9% of 350,000 active; note: potency is the fitted concentration of half-maximal effect; % of control where 0% means no effect; nearly all actives have a fitted effect of over 50% in size
KB-3-1 cytotox = kills parental KB-3-1 adenocarcinoma cells; KB-3-1 viability, CellTiter-Glo ATP luminescence, 72 h; Potency, µM (highest dose often 46.1 µM), inactives show at the highest dose activity change, negative = cytotoxic, usual class: cytotoxic; 1.4% of 400,000 active; AID 1347075; note: potency is the fitted concentration of half-maximal effect; % is set by controls: 0 for no effect and ±100 for the full control effect; nearly all actives have a fitted effect of over 60% in size
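KB-3-1 cells, DMEM (no phenol red) + 10% FBS; compound by pin transfer, 72 h, 37 °C. Readout: CellTiter-Glo luminescence after 10 min. Data normalized, curve-fitted.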
KB-V1 MDR tox = kills drug-selected multidrug resistant KB-V1 cells. KB-V1 MDR cells viability, CellTiter-Glo, 72 h. Potency, µM (series often up to 46.1 µM), without a hit: top-dose activity change, negative = cytotoxicity, usual class: cytotoxic. 3.4% of 400,000 active. AID 1347076; note: potency is the fitted concentration of half-maximal effect; % is set by controls: 0 for no effect and ±100 for the full control effect; nearly all actives have a fitted effect of over 60% in size
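Following 72 h at 37 degrees C with compound, KB-V1 cell viability was read by CellTiter-Glo luminescence, medium being phenol-red-free DMEM plus 10% FBS; concentration-response parameters came from normalized, curve-fitted qHTS data.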
IL1B secr inh = inflammasome signaling inhibition, IL-1 beta readout | THP-1 LPS/ATP IL-1B secretion, AlphaLISA, 16 h; hits give low values | activity change, % at 57.5 µM | 4.7% of 360,000 active | AID 743279; in the data active = activity change below about -50%; inconclusive = mostly about -30% to -49%; note: % is set by controls: 0 for no effect and ±100 for the full control effect
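Secreted IL-1B measured by AlphaLISA bead assay after 16 h compound exposure of THP-1 cells; compounds (final up to 57.5 uM) added 1 h before LPS (250 ng/mL) and ATP (1.25 mM) stimulation; lower signal means less secretion.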
SW480 rerep = inducers of DNA re-replication in SW480 colon cancer cells | SW480 DNA re-replication, Hoechst DNA content imaging, 48 h | Potency, µM (doses to about 46.1 µM), for inactives: at the highest dose re-replication activation, actives largely listed as activators | 1.8% of 340,000 active; note: potency is the fitted concentration of half-maximal effect; % of control where 0% means no effect; nearly all actives have a fitted effect of over 55% in size
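Image-based DNA-content assay: after two days of treatment, nuclei were labelled with the DNA dye Hoechst and imaged, and hits were compounds raising the count of nuclei showing high fluorescence intensity.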
HT1080 IDH1KD tx = toxicity to HT-1080 IDH1 knockdown cells (counter line); HT-1080 IDH1 knockdown viability, ATP luminescence, 48 h; Potency, µM (titrated, usually from 46.1 µM), for inactives: top-dose activity, negative = toxicity, actives largely listed as cytotoxic; 2% of 360,000 active; AID 686971;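 note: potency is the fitted concentration of half-maximal effect; 0% = DMSO wells and -100% = cell-free medium wells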
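Luminescent ATP read-out (CellTiter-Glo, 10 min at room temperature) after 48 h compound exposure at 37 °C gave viability of IDH1-knockdown HT-1080 cells. Activity was normalised to DMSO and cell-free wells, then fitted as concentration-response curves.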
WRN helicase inh = blocks human WRN helicase; WRN helicase unwinding, fluorescent forked duplex, kinetic; Q14191; 0.46% of 360,000 active; Potency, µM (titrated, usually from 114 µM), without a hit: at the top dose activity change, negative = inhibition, actives largely listed as inhibitors; note: potency is the fitted concentration of half-maximal effect; % is set by controls: 0 for no effect and ±100 for the full control effect; nearly all actives have a fitted effect of over 55% in size
Target sequence (Q14191 whole entry, looked up): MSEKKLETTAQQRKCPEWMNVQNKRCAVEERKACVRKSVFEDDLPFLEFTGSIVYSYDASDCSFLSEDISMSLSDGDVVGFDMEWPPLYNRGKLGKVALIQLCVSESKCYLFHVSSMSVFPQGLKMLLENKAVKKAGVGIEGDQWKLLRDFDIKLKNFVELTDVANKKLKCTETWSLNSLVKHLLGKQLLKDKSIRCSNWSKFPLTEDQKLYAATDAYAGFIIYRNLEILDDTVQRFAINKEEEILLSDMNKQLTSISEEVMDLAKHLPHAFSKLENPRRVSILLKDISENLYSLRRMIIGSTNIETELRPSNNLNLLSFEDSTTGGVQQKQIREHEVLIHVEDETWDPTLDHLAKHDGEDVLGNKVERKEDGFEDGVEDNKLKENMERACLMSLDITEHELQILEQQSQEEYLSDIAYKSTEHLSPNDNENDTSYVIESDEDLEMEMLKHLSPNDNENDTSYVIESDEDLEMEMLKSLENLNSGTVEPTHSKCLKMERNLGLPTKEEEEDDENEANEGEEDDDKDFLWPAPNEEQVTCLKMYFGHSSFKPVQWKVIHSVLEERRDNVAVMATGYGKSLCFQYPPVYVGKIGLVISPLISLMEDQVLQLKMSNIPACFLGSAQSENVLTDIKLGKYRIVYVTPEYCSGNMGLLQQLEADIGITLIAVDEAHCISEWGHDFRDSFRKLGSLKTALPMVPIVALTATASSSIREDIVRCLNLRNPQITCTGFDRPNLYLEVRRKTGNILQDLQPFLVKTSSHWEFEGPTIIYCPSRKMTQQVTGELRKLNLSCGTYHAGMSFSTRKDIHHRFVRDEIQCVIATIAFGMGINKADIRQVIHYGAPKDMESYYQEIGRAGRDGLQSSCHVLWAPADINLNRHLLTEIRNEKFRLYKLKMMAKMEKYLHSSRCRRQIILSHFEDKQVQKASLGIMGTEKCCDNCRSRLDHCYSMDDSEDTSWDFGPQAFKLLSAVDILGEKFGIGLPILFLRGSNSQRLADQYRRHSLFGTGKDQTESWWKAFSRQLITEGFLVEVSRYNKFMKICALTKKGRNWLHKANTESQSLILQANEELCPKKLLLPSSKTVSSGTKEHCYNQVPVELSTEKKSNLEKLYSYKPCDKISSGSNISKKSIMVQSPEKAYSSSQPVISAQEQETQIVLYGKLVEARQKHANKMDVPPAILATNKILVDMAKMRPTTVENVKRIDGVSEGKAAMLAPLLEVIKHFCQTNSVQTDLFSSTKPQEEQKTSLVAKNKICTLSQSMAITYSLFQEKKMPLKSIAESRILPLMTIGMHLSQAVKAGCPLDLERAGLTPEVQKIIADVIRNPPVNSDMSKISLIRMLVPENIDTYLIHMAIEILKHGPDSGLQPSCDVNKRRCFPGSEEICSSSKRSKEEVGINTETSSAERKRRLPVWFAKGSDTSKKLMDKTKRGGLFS
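Screening of the MLSMR collection measured strand separation of a quenched forked DNA duplex (100 nM) by 20 nM WRN with 2 mM ATP, all final. Compounds were preincubated with enzyme 15 min at room temperature.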
ATXN2 expr inh = ATXN2 expression inhibition. HEK-293 ATXN2-luciferase reporter, luminescence, 24 h. 0.72% of 360,000 active. Potency, µM (titrated, usually from 57 µM), without a hit: at the highest dose activity change, negative = inhibition, actives largely listed as inhibitors; note: potency is the fitted concentration of half-maximal effect; % is set by controls: 0 for no effect and ±100 for the full control effect; nearly all actives have a fitted effect of over 55% in size
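ATXN2-luciferase reporter cells (luciferase flanked by upstream and downstream ATXN2 gene portions) were treated 24 h at 37 °C with compounds at up to 57 uM. SteadyGlo luminescence gave expression; GF-AFC fluorescence gave viability.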
Active calls of the source: *; ? = inconclusive; / = no result given; [ ] = another dose, or the depositor's remark. Unless noted, calls come from the whole dose curve; as a rule, active = well fitted curve in the direction sought with a large enough effect; inconclusive = small, poorly fitted or top-dose-only effect, or another doubt; inactive = no such curve, though single readings can be large; an effect the other way counts as inactive or inconclusive. Compounds were not picked by outcome; overall some 12% were active at least once.

SMILES	HT1080-NT tox	MCF10A rerep	KB-3-1 cytotox	KB-V1 MDR tox	IL1B secr inh	SW480 rerep	HT1080 IDH1KD tx	WRN helicase inh	ATXN2 expr inh
Cc1ccccc1-n1nc(C(=O)O)c(C)c(C#N)c1=O	6%	-1%	-20%	0%	0	-1%	11%	16%	3%
Nc1[nH]c(C(=O)c2ccccc2)c(-c2ccc(Cl)cc2)c1C(=O)NCc1ccccc1	0%	/	-3%	-3%	12	/	12%	5%	12%
CN(CCCCN1CCOCC1)Cc1nc(-c2ccc3c(c2)OCO3)no1	-7%	?	-4%	1%	10	-7%	-3%	-11%	5%
Cc1cc(C)nc(NS(=O)(=O)c2ccc(NC(=O)Cc3ccccc3F)cc2)n1	1%	?	0%	1%	7	4%	-6%	8%	8%
O=C(COC(=O)c1cc([N+](=O)[O-])ccc1Cl)NCCc1ccccc1	0%	2%	4%	0%	-5	-3%	16%	7%	9%
Cc1ccc(S(=O)(=O)N2CCOCC2)cc1C(=O)OCc1nnc(-c2ccccc2)o1	-5%	-25%	7%	-11%	30	-100%[inhibitor]	0%	-5%	-2%
Cc1ccc(NC(=O)COC(=O)C2CSC3(C)CCC(=O)N23)c(C)c1 (stereo not drawn)	-10%	?	-4%	-15%	-10	13%	4%	3%	-9%
O=C(c1cccc(C(=O)N2CCN(c3ncccn3)CC2)c1)N1CCN(c2ncccn2)CC1	17%	-1%	-1%	3%	-16	-8%	17%	2%	-1%
Cc1ccc(N(C(=O)c2ccc(Br)o2)C2C=CS(=O)(=O)C2)cc1 (stereo not drawn)	-8%	-5%	3%	1%	-4	1%	8%	0%	-6%
C/C(N)=C(/C#N)C(=O)COC(=O)c1ccc(C#N)cc1	16%	0%	0%	7%	-6	-6%	10%	0%	-3%
CCOC(=O)CSc1nc(C)cc(C)n1	5%	-8%	-1%	-8%	25	12%	14%	-34%[57.1 µM]	-7%
CC(C)(C)NC(=O)c1cccc(NC(=O)Cc2ccc(Br)cc2)c1	-1%	1%	?	?	?	0%	-8%	-25%	-6%
O=C(Nc1ccc(Cl)c(Cl)c1)c1ccc(Cn2c(=O)[nH]c3ccsc3c2=O)cc1	-10%	16µM*	?	-4%	9	1%	-5%	-7%	-25%
S=C1CSc2ccccc2N1	5%	0%	-6%	0%	2	-4%	-7%	-6%	-13%
N#C/C(=N/Nc1ccc(OC(F)(F)F)cc1)C(N)=S	23µM*	?	?	?	-64*	-8%	16µM*	-7%	/
CCOc1ccc2nc(NC(=O)CN3C(=O)NC4(CCCC4)C3=O)sc2c1	2%	-2%	9%	-16%	-11	-4%	-6%	6%	33%
Cc1cn([C@H]2C[C@H](O)[C@@H](CNCc3cccn3-c3ccncc3)O2)c(=O)[nH]c1=O	12%	/	11%	15%	53	/	9%	2%	7%
CC(Cc1ccccn1)NC(=O)CCc1nnc(C2CCCCC2)o1 (stereo not drawn)	?	-1%	2%	-14%	-14	-96%[inhibitor]	25%	13%	31%
CCCS(=O)(=O)Nc1cccc(-c2cn3c(n2)SCC3)c1	0%	-3%	1%	6%	-4	0%	2%	-2%	/
CCc1ccc2nc(/N=C(\N)NC(=O)c3ccccc3)nc(C)c2c1	18%	12%	-1%	0%	-15	1%	15%	-35%	-2%
CN(C)C(=S)Nc1ccc2c(c1)OCO2	-4%	-16%	1%	?	10	-14%	-2%	-8%	12%
Cc1noc(C)c1S(=O)(=O)N(C)C[C@H]1Oc2ccc(NC(=O)C3CC3)cc2C(=O)N([C@H](C)CO)C[C@@H]1C	4%	-4%	13%	?	0	-8%	9%	5%	0%
CCOc1ccccc1NC(=O)C(c1ccccc1)N1CCN(CC(=O)N2CCOCC2)CC1 (stereo not drawn)	9%[9.24 µM]	1%	-18%	?	14	-45%	4%	4%	0%
Cn1cccc1-c1nc2ccccc2n1Cc1ccccc1	-12%	11µM*	0%	?	-21	6%	?	-7%	-16%
Fc1ccc(CSc2nnc(-c3cc4c(s3)-c3ccccc3CC4)o2)cc1	-1%	?	-3%	21µM*	22	13%	-3%	-18%	-11%
CC1=NC(=O)C(N=Nc2cccc(O)c2)N1c1ccccc1 (stereo not drawn)	-7%	?	9%	-19%	20	14%	?	-3%	100%[activator]
c1cc2c3c(cccc3c1)C(N1CCCCC1)=N2	-10%	2%	7%	?	?	-4%	-7%	-3%	-17%
COc1cc2nc(CN(C)Cc3ccc(SC)cc3)[nH]c(=O)c2cc1OC	-8%	13%	-16%	?	48	8%	-15%	3%	?
CC(NCCO)C(=O)C12CC3CC(CC(C3)C1)C2 (stereo not drawn)	-3%	18%	0%	2%	-11	5%	-3%	-5%	-3%
Cc1c(Cl)cccc1NC(=S)NCc1ccccc1	-9%	-1%	2%	4%	?	-1%	-10%	2%	1%
C=CCNC(=S)NNC(=O)c1cccn(Cc2cccc(Cl)c2)c1=O	3%	12%	-3%	?	-4	0%	11%	-1%	0%
Cc1nn(CC(=O)NC2CC2)c(C)c1S(=O)(=O)N(C)C	2%	/	9%	19%	22	/	2%	-4%	/
CCCn1c(=S)[nH]c2cc(C(=O)N3CCN(C(=O)OCC)CC3)ccc2c1=O	-7%	2%	-8%	0%	50	4%	-1%	13%	-9%
CCOC(=O)c1[nH]c(C)c(C(=O)Nc2ccccc2C)c1C	5.8µM*	3.7µM*	?	4%	-5	?	2.3µM*	-2%	0%
Cc1cc(NC(=O)CN2CCN(S(=O)(=O)c3ccc(Cl)cc3)CC2)no1	4%	-4%	29%	16µM*	1	2%	-4%	0%	6%
Cc1cc(C(=O)N/N=C/c2ccc(-c3cccc(Cl)c3Cl)o2)n[nH]1	-6%	?	1%	3%	22	9%	-11%	-32%	-30%
COc1ccc(C(O)c2nc(-c3ccncc3)cs2)cc1 (stereo not drawn)	?	/	-2%	-24%	46	/	-28%	-3%	-3%
Fc1ccccc1-c1nc(NCC2CC2)nc2ccsc12	1%	/	-4%	0%	1	/	-11%	-5%	0%
COc1ccc(NC(=S)NCc2ccc(F)cc2)c(OC)c1	2%	2%	6%	-1%	6	-1%	3%	2%	/
Cc1cc(C)c(S(=O)(=O)Nc2ccc(C(N)=O)cc2)c(C)c1	25%	-8%	-5%	0%	1	0%	8%	-7%	0%
O=C(CSc1nnc(-c2ccncc2)n1Cc1ccco1)N1c2ccccc2Sc2ccc(Cl)cc21	0%	24%	?	-14%	-74*	16%	0%	-1%	-14%
CSc1nnc(C(C)c2ncc(C(F)(F)F)cc2Cl)n1C (stereo not drawn)	-16%	-1%	0%	-32%	-6	3%	-28%	-8%	-8%
COc1cc(/C=C/C(=O)OCC(=O)NC(=O)C2COc3ccccc3O2)ccc1OC(F)F (stereo not drawn)	5%	2%	12%	?	2	2%	14%	3%	2%
COC(=O)[C@]1(C)N[C@H](CN(C)C(=O)Nc2ccc(C)cc2)[C@@H]2C(=O)N(C)C(=O)[C@@H]21	1%	-20%	0%	-3%	20	10%	0%	-1%	4%
CC(Sc1nnc(-c2ccco2)n1-c1ccccc1)C(=O)NCC1CCCO1 (stereo not drawn)	6%	4%	3%	21µM*	10	-3%	10%	4%	0%
CC(CCc1ccccc1)NC(=O)/C=C/c1ccc(Cl)cc1 (stereo not drawn)	4%	5%	3%	0%	-79*	-1%	-2%	-2%	-8%
CC(=O)N(CCc1ccccc1C)Cc1cc2cc(C)ccc2[nH]c1=O	3%	-3%	8%	-12%	-19	-32%	-1%	-3%	-3%
O=C(c1cccnc1)n1nc(NCc2ccccc2)nc1NCc1ccccc1	1%	8%	?	17%	24	-7%	5%	28%	2%
CC(=O)c1c(C)[nH]c(C(=O)COC(=O)CNS(=O)(=O)c2ccccc2)c1C	6%	21%	-2%	-15%	3	-6%	8%	2%	-1%
COC(=O)c1ccc(C(=O)OC)c(NC(=O)CSc2n[nH]c(N)n2)c1	7%	-8%	13%	21%	22	-4%	8%	7%	4%
CCN(CC)S(=O)(=O)c1ccc(S(=O)(=O)N2CCC(C(=O)NC3CCN(Cc4ccccc4)CC3)CC2)cc1	13%	-1%	-3%	-5%	4	0%	13%	2%	-19%
COc1ccc(-n2cnc3cc(NS(=O)(=O)c4ccccc4)ccc32)cc1	?	1%	4%	?	-11	?	?	-21%	39%
COc1cc(NS(=O)(=O)c2ccc(N/C=C(\C#N)c3nc4cc(Cl)ccc4o3)cc2)nc(OC)n1	?	?	?	4%	144	?	?	?	?
CC(Oc1ccc(Cl)cc1)C(=O)Nc1nccs1 (stereo not drawn)	-5%	17%	-19%	?	-12	3%	4%	-1%	10%
CCc1ccc(CCN2C(=O)c3ccccc3C2=O)nc1	28%	-6%	16%	-21%	26	-1%	?	3%	1%
O=C1c2cccnc2C(=O)N1Cc1ccc(S(=O)(=O)NCc2ccco2)cc1	18%	-13%	-9%	-9%	14	-18%	10%	10%	-5%
Cc1nc(-c2ccc(F)cc2)c(CC(=O)N(C)CC(=O)Nc2ccc(Br)cc2C)s1	-6%	-3%	-11%	-4%	0	15%	-9%	-6%	-2%
S=c1nc(-c2ccccc2)[nH]c2ccccc12	-21%	2%	-9%	-23%	10	-11%	-12%	-3%	-4%[11.3 µM]
Cc1nc(-c2ccc(Cl)cc2)sc1C1(C)CC(c2ccc(OC(F)(F)F)cc2)=NO1 (stereo not drawn)	8%	-2%	0%	11%	-12	-36%[inhibitor]	13%	-3%	11%
